# Compound activity: PubChem BioAssay, several laboratories
# PMI activator = activators of human phosphomannose isomerase | P34949 | purified human PMI, coupled resazurin fluorescence, 20 min; hits give high values; 1 = vehicle control, 0 substrate-free wells | activation factor at 20 µM | actives 0.005% (n = 190,000);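 active = activation factor of 2 or more at 20 µM, relative to plate controls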
# Target sequence (P34949 whole entry, looked up): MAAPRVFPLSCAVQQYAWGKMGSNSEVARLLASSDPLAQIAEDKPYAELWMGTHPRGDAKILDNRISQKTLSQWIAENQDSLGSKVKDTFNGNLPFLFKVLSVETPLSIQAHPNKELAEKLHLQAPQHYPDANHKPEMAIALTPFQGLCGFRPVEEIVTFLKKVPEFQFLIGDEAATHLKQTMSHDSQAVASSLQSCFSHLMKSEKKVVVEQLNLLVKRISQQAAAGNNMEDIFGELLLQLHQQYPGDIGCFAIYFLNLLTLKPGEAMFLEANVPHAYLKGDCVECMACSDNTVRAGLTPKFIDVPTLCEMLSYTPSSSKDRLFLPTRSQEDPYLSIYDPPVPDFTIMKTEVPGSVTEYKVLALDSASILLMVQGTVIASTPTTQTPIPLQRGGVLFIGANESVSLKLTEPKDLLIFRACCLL
# TNAP inh no acc = inhibitors of human TNAP without phosphate acceptor | purified TNAP, CDP-star luminescence, 30 min | inhibition, % at 20 µM | actives 0.26% (n = 200,000) | AID 1012;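 active = tissue-nonspecific alkaline phosphatase inhibition above about 50% at 20 µM in the single-dose screen, limit read from the data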;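 note: 0% = DMSO negative control and 100% = EDTA positive control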
# Target sequence (P05186 whole entry, looked up): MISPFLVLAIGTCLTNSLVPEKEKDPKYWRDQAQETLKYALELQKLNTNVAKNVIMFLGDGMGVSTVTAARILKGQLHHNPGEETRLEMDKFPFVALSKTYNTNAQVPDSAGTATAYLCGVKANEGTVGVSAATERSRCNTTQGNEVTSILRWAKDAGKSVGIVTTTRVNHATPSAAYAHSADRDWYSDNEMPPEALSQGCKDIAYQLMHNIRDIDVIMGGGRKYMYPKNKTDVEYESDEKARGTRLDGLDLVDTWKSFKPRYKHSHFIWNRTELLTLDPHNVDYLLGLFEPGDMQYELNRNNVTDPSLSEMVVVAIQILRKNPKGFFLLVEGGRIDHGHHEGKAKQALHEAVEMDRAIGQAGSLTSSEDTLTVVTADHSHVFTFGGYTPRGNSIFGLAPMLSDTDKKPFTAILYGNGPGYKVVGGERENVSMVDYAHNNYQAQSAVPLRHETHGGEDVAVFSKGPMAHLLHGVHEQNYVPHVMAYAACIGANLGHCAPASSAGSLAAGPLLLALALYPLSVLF
# PMI act hi M6P = activators of human phosphomannose isomerase at near-saturating mannose 6-phosphate; coupled PMI enzyme assay, resazurin fluorescence, 20 min; hits give high values; 1 = untreated enzyme, 0 = substrate-free blank; activation factor at 20 µM; actives 0.34% (n = 190,000); AID 1216;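 active = activation factor of 2 or more at 20 µM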
#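 Test system: human PMI in coupled enzyme assay; Input: PMI at 15 ng/mL final; Medium: HEPES buffer, pH 7.4; Schedule: 20 min incubation at room temperature; Technique: resorufin fluorescence at Ex 544/Em 590 nm; Compound: 20 µM single dose; Probe or stimulus: Near-saturating mannose-6-phosphate, 1.0 mM.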
# Diaphorase inh = counter-screen for diaphorase-based assays: diaphorase inhibitors and chemical oxidizers; diaphorase resazurin-to-resorufin fluorescence, NADH, 16 min; bacterial (C. kluyveri) enzyme, not human; inhibition, % at 20 µM; actives 0.69% (n = 190,000);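 active = primary screen inhibition at 20 µM above a set limit, cut at about 50% in these data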;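 note: plate controls were DMSO with full reaction for no effect and wells lacking NADH for full effect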
#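 Test system: bacterial diaphorase enzyme (C. kluyveri); Quantity: 0.14 U/mL diaphorase, enzyme working solution; Times: reaction incubation of 16 min at room temperature; Measured by: fluorescence of resorufin formed from resazurin, Ex 544/Em 590 nm; Benchmarks: positive control minus NADH, DMSO neutral control.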
# bIAP inhibitor = blocks bovine intestinal alkaline phosphatase activity. purified bovine IAP, CDP-star luminescence, 30 min. inhibition, % at 20 µM. 190,000 tested, under 10 active;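 active = over 50% inhibition of intestinal alkaline phosphatase at 20 µM in the single-dose screen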
#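 Assay system – bovine IAP enzyme · Quantity – bovine IAP at 1/65,000,000 final dilution · Detection – CDP-star luminescence signal · Times – 30 min reaction at room temperature · Also added – CDP-star substrate at 30 µM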
# L major viab = Leishmania major promastigote growth inhibition | actives 9% (n = 200,000) | inhibition, % at 10 µM | Leishmania major promastigotes, resazurin fluorescence viability | AID 1063; in the data active = inhibition above about 50%;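 note: promastigotes grown with compound for 44 hours at 28 °C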
# Diaphorase act = counter-screen for diaphorase-based assays: diaphorase activators and chemical reducers | Diaphorase/resazurin coupled assay, resorufin fluorescence, 16 min; hits give high values; 1 = vehicle wells, 0 = NADH-free wells | actives 0.005% (n = 190,000) | AID 1229 | activation factor at 20 µM;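 active = diaphorase activity raised at least twofold by the compound at 20 µM; inactive = activation factor below 2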
#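 System – purified diaphorase enzyme from Clostridium kluyveri · Input – enzyme 0.07 U/mL final · Also added – final NADH 0.114 mM, resazurin 0.1 mM · Measured by – fluorescence of resorufin, 544 nm excitation, 590 nm emission · Timing – 16 min enzyme reaction, ambient temperature · Measure – resorufin increase flagging diaphorase activators or reducers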
# TNAP act hi DEA = increases human TNAP activity under high phosphate acceptor concentration. P05186. purified TNAP, CDP-star luminescence, 1 M DEA, 30 min; hits give high values; 0 = EDTA background, 1 = DMSO-only activity. activation factor at 20 µM. 200,000 tested, under 10 active. AID 1136;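 active = activation factor at least 2 at 20 µM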
#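 Test system – human TNAP · Doses – 20 µM single point · Incubation – 30 min, room temperature · Signal – luminescent substrate turnover signal · Read-out basis – activation factor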
# bIAP activator = intestinal alkaline phosphatase (bovine) activation; activation factor at 20 µM; actives 0.17% (n = 200,000); purified bovine IAP, CDP-star luminescence, 30 min; hits give high values; fold of DMSO-control signal, blank-subtracted;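 active = activation factor of 2 or more at 20 µM, a signal rise over negative controls twice the positive control's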
# TNAP inh hiacc = blocks human TNAP under high phosphate acceptor concentration; purified TNAP, CDP-star luminescence, 1 M DEA; inhibition, % at 20 µM; actives 0.03% (n = 200,000);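 active = over 50% inhibition of tissue-nonspecific alkaline phosphatase at 20 µM in the single-dose screen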;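 note: plate controls were DMSO wells for no effect and EDTA-quenched wells as full inhibition for full effect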
# Numbers without * were called inactive; / = not tested or not shown.
SMILES,PMI activator,TNAP inh no acc,PMI act hi M6P,Diaphorase inh,bIAP inhibitor,L major viab,Diaphorase act,TNAP act hi DEA,bIAP activator,TNAP inh hiacc
O=C(Cn1cc(C(F)(F)F)ccc1=O)N/N=C/c1ccc(Cl)cc1Cl,0.9,-13,1,-2,1,7,1,1,1,-3
Cc1ccc2[nH]c3c(=O)n(N)c(C)nc3c2c1,0.9,0,0.8,23,-1,8,0.8,1,1,0
COc1cc(NC(=S)NC2CC(C)(C)NC(C)(C)C2)cc(OC)c1,/,-11,/,/,10,8,/,1,0.9,-4
CN(Cc1ccccc1)C(=S)NC(=O)c1ccc(-c2ccccc2)cc1,0.9,0,1,-9,4,3,1.1,1,1,-4
CCCc1ccc(-c2ccc(C(=O)O)cc2)nc1,1,-4,1,5,5,-7,1,1,1,0
COc1ccccc1CNCc1cccc(Oc2ccccc2)c1,0.9,-1,1,13,27,22,0.9,1,0.7,0
CCOC(=O)/C(C#N)=N/Nc1ccccc1OC,0.8,-11,0.9,10,-2,-2,0.9,1,1,5
Cc1ccc(-c2cc(C(=O)Nc3ccc4c(c3)OCCO4)c3ccccc3n2)cc1,0.9,-4,1,27,13,35,0.7,1,0.9,1
COCCN(C(=O)Nc1ccc(OC)cc1OC)C1CCN(C(C)C)CC1,0.8,-7,0.8,9,-1,-1,0.9,1,1,0
Cc1ccc(N(Cc2ccc([N+](=O)[O-])cc2)C(=O)c2ccco2)cc1C,0.9,-1,1,13,-4,22,0.9,1,1,1
Cc1ccc(Nc2cc(C)nc3nnnn23)cc1,0.8,-5,0.9,19,12,5,0.8,1,0.9,2
CC1CN(C)C(C)CC1NCc1ccc2c(c1)OCO2 (stereo unspecified),1,0,1,7,16,-1,0.9,1.1,0.8,-7
Cc1ccc(S(=O)(=O)N2CCOCC2)cc1C(=O)NCc1cccs1,0.9,-2,0.9,4,15,-1,1,1,0.9,2
CC(=O)N(C(C)=O)S(=O)(=O)c1ccc(N=NN2CCOCC2)cc1,1.2,-7,1.1,6,-8,28,0.9,1,1.1,4
CC(C)Oc1ccccc1OCCN(C)C,1.3,-10,1.4,5,5,39,0.9,1.1,0.9,-5
O=C(NC1CCCC1)C1CCN(c2nccs2)CC1,1,-6,1,6,1,-5,0.9,1.1,1,-6
CC(C)NS(=O)(=O)c1ccc(OCC(=O)NCc2ccco2)cc1,0.9,-6,1,4,1,-4,1,1,1,-4
COc1ccc(-c2ccc(-c3noc(-c4ccccc4)n3)c(OC)n2)cc1,0.9,-9,1,3,2,-3,1,1,1,-2
CCOC(=O)CSc1nncc2ccc(OC)c(OC)c12,1,-13,1,15,9,0,0.9,1.1,0.9,-6
CCN1C(C)=C(C)S/C1=C1\SC(=S)N(N)C1=O,0.9,6,1,-9,1,2,1.1,1,1,0
Cn1cc([N+](=O)[O-])c(C(=O)N/N=C/c2ccccc2)n1,1.1,-2,1,-10,2,1,1.1,1,1,-4
COc1ccc(/C=C/C(=O)NC2=NCCS2)cc1OC,1,-18,1,0,-6,5,1,1,1.1,-4
CCOC(=O)c1oc2ccccc2c1CN1CCOCC1,1,-12,1.1,-7,3,-4,1.1,1.1,1,-5
O=C(c1cccc(S(=O)(=O)N2CCCC2)c1)N1CCN(c2ccccc2)CC1,0.9,-11,0.9,9,5,13,0.9,1,0.9,-4
O=C(/C=C/NNC(=O)c1ccccc1)c1ccccc1,1.2,13,1.3,5,-2,1,1,1,1,1
O=C(Cn1cnc2ccccc2c1=O)Nc1nnc(C2CC2)s1,0.9,-5,1,6,6,-13,0.9,1,0.9,5
COc1ccc(S(=O)(=O)N2CCC(C(=O)N3CCN(c4ccccc4OC)CC3)CC2)cc1,0.9,-7,1,8,-10,21,0.9,1,1.1,3
O=C(c1cc(COc2ccc(F)cc2Cl)on1)N1CCC(OCc2cccnc2)CC1,0.9,-13,1,12,10,18,0.9,1.1,0.9,-7
COc1ccc(/C=C2/SC(=O)N(CCNC(=O)C3CCCN3C(=O)c3cccs3)C2=O)cc1 (stereo unspecified),0.9,-7,0.9,12,3,76*,0.9,1,1,-3
Cc1[nH]c2ccccc2c1C(c1ccncc1)N1CCN(c2ccccn2)CC1 (stereo unspecified),1,-4,1,10,-2,30,0.9,1,1,1
Cn1c(=O)c2c(O)c(Cc3ccccc3)c(=O)[nH]c2n(C)c1=O,1,-4,0.9,1,/,-10,1,1,0.5,-3
CCN(CC)C(=O)C1CCN(c2ncnc3c2cnn3-c2ccc(C)cc2C)CC1,1.1,-11,1.1,0,28,-2,1,1.1,0.7,-6
O=C(Nc1nnc(SCc2ccccc2F)s1)c1ccco1,1,-6,1,9,8,0,0.9,1,0.9,-4
CCOCCn1c(CN2CCC(C)CC2)nc2c1c(=O)n(C)c(=O)n2C,0.9,-9,0.8,14,18,-5,0.9,1,0.8,-4
CCCCCC(=O)N1CCN(CCN=CC2=C(O)CC(c3cccs3)CC2=O)CC1 (stereo unspecified),1,-14,1,4,11,-4,1,1,0.9,-2
N#Cc1cc2ccccc2nc1N,1.1,-4,0.9,7,-2,-3,0.9,1,1,-1
COC(=O)CSc1ccc2nnc(-c3ccc(OC)c(OC)c3)n2n1,0.8,-10,0.9,17,1,1,0.8,1,1,-2
O=C(NCc1ccccc1)C(c1ccc(F)cc1)N(Cc1ccco1)C(=O)c1ccccn1 (stereo unspecified),1,-13,1,17,3,3,0.8,1.1,1,-8
CN(Cc1nc2ccccc2n1C)C(=O)c1cccs1,1,-13,1.1,-6,4,-3,1.1,1,1,-3
CCN(CC)S(=O)(=O)c1ccc2c(c1)nc(CCC(=O)OCC(=O)Nc1cc(OC)cc(OC)c1)n2C,0.9,-8,1,18,-29,64*,0.8,1,1.3,-3

# Taken from the results shown for reference:
SMILES,PMI activator,TNAP inh no acc,PMI act hi M6P,Diaphorase inh,bIAP inhibitor,L major viab,Diaphorase act,TNAP act hi DEA,bIAP activator,TNAP inh hiacc
CC(=O)N(C(C)=O)S(=O)(=O)c1ccc(N=NN2CCOCC2)cc1,1.2,-7,1.1,6,-8,28,0.9,1,1.1,4
CC(C)Oc1ccccc1OCCN(C)C,1.3,-10,1.4,5,5,39,0.9,1.1,0.9,-5

# Next part
SMILES,PMI activator,TNAP inh no acc,PMI act hi M6P,Diaphorase inh,bIAP inhibitor,L major viab,Diaphorase act,TNAP act hi DEA,bIAP activator,TNAP inh hiacc
COc1ccc(C(=O)N2CCCC(c3ccccc3)C2)cc1 (stereo unspecified),0.9,-6,0.9,20,-2,4,0.8,1,1,-3
COc1cc(NC(=O)c2cc3c(Cl)nc4ccccc4c3s2)cc(OC)c1OC,0.9,-12,0.9,6,5,57*,0.9,1,1,-1
Cc1nc2sc(C(=O)OCC(=O)N3c4ccccc4CC3C)c(C)c2c(=O)[nH]1 (stereo unspecified),0.9,4,0.9,4,-9,-3,1,1,1.1,1
O=C(NC(NC(=S)Nc1ccccc1C(=O)O)C(Cl)(Cl)Cl)c1cccc([N+](=O)[O-])c1 (stereo unspecified),0.9,-9,1,6,8,-4,0.9,1.1,0.9,-6
Cc1ccc2cccc(OCC(=O)Nc3ccc4c(c3)OCO4)c2n1,1,-13,0.8,7,12,3,0.9,1,0.9,-4
CCOC(=O)c1[nH]c(C)c(C(=O)OCC(=O)Nc2sc3c(c2C#N)CCCCC3)c1C,0.7,-10,0.6,46,-2,-1,0.5,1,1,2
O=S1(=O)N=C2CCCCCN2C(c2ccc(F)cc2)N1 (stereo unspecified),1,-1,1,3,7,-2,1,1,0.9,-3
CN1C(=O)CSc2ccc(NC(=O)NCc3ccc(F)cc3)cc21,1,-14,1,7,-8,40,0.9,1,1.1,5
CSC1=NC(C(Cl)(Cl)Cl)N=C(c2ccc(C)cc2)N1 (stereo unspecified),1.9,-6,2.3*,9,1,-1,0.9,1,1,0
Cc1ccc(C(c2nnnn2C2CCCCC2)N(C)C2CCCCC2)cc1 (stereo unspecified),0.9,-2,0.9,22,6,72*,0.8,1.1,0.9,-6
COc1ccc(-c2nc(CC(=O)O)cs2)cc1OC,1,-13,1.1,11,-3,-4,0.9,1,1,-5
Cc1cc(NC(=O)CSc2nnc(C3CC3)n2N)no1,1,-12,1,8,6,-3,0.9,1,0.9,-5
O=c1oc2ccccc2c(Nc2cc3ccccc3cc2O)c1[N+](=O)[O-],1.1,5,0.7,46,-16,19,0.5,1,1.2,4
CC(=O)NC1=NN(C(C)=O)C(c2sccc2C)S1 (stereo unspecified),1,-11,1,6,3,3,0.9,1,1,0
CCC(OC(=O)CC1Sc2ccccc2NC1=O)C(=O)NCC1CCCO1 (stereo unspecified),0.9,-1,1,3,-6,-4,1,1,1.1,0
CN(C)c1ncnc2c1ncn2C1OC(CO)C(O)C1O (stereo unspecified),0.9,-11,0.9,14,10,-4,0.9,1,0.9,-4

# Entries above containing a thiophene ring, fused or not:
SMILES,PMI activator,TNAP inh no acc,PMI act hi M6P,Diaphorase inh,bIAP inhibitor,L major viab,Diaphorase act,TNAP act hi DEA,bIAP activator,TNAP inh hiacc
Cc1ccc(S(=O)(=O)N2CCOCC2)cc1C(=O)NCc1cccs1,0.9,-2,0.9,4,15,-1,1,1,0.9,2
COc1ccc(/C=C2/SC(=O)N(CCNC(=O)C3CCCN3C(=O)c3cccs3)C2=O)cc1 (stereo unspecified),0.9,-7,0.9,12,3,76*,0.9,1,1,-3
CCCCCC(=O)N1CCN(CCN=CC2=C(O)CC(c3cccs3)CC2=O)CC1 (stereo unspecified),1,-14,1,4,11,-4,1,1,0.9,-2
CN(Cc1nc2ccccc2n1C)C(=O)c1cccs1,1,-13,1.1,-6,4,-3,1.1,1,1,-3
COc1cc(NC(=O)c2cc3c(Cl)nc4ccccc4c3s2)cc(OC)c1OC,0.9,-12,0.9,6,5,57*,0.9,1,1,-1
Cc1nc2sc(C(=O)OCC(=O)N3c4ccccc4CC3C)c(C)c2c(=O)[nH]1 (stereo unspecified),0.9,4,0.9,4,-9,-3,1,1,1.1,1
CCOC(=O)c1[nH]c(C)c(C(=O)OCC(=O)Nc2sc3c(c2C#N)CCCCC3)c1C,0.7,-10,0.6,46,-2,-1,0.5,1,1,2
CC(=O)NC1=NN(C(C)=O)C(c2sccc2C)S1 (stereo unspecified),1,-11,1,6,3,3,0.9,1,1,0
